Assay outcomes as filed in PubChem BioAssay.
Exocytosis inh – LAMP-1 surface exposure blockers, TALL-104 cells – cell-based, flow cytometry, MLPCN library, primary screen; TALL-104 LAMP-1 surface exposure; cells stimulated with thapsigargin and PMA; inhibition, % at 10 µM; 360,000 tested, 0.66% active; AID 651702, 2012;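 active = inhibition above about 55%, limit read from the data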
MITF TRPM1 inh – inhibitors of MITF-dependent TRPM1 promoter reporter, primary screen, cell-based, SK-MEL-5, single point, luciferase; SK-MEL-5 TRPM1 promoter luciferase, 24 h; inhibition, % at 12.5 µM; 330,000 tested, 0.83% active; AID 488899, 2010;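 active = mean inhibition across replicates of 60% or more, whatever share of single replicates reaches that level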; also: values of inactives mirror those of a sister screen read the other way
Vif imaging – HIV Vif self-association inhibitors, primary screen, imaging, HEK293T, single point; HEK293T cells, Vif self-association by quenched fluorescence, 24 h; inhibition, % at 7.49 µM; 340,000 tested, 0.35% active; in the data active = inhibition above about 50%, passing the limit was not always enough; also: some results filed as inactive read as strong as hits
hiPSC survival – enhancers of single-cell hiPSC survival, primary screen, ATPlite luminescence. 100% = ROCK inhibitor wells, 0% = DMSO. survival enhancement, % at 20 µM. 360,000 tested, 0.044% active. AID 602274, 2012; in the data active = survival enhancement above about 18%;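 also: cells exposed to compounds for 16 hours before the ATP read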
Peg3 prom inh – Peg3 promoter-driven luciferase inhibitors, primary screen, cell-based, HeLa, luciferase luminescence; 360,000 tested, 1.7% active; HeLa PEG-Prom luciferase reporter, overnight; AID 588405, 2011; inhibition, % at 20 µM;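 active = inhibition of at least 50% at 20 µM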
HIF-2a block – HIF-2a reporter inhibitors, primary screen, luminescence, 786-0 RCC cells; 360,000 tested, 0.72% active; 786-0 RCC cells HIF-2a reporter, luciferase luminescence, overnight; AID 624352, 2012; inhibition, % at 18.8 µM;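 active = inhibition of the luminescence signal of 40% or more relative to plate controls, in a single-dose primary screen at 18.75 µM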
CaV13 ICDI inh – Primary screen for inhibitors of IQ motif and Ca2+-dependent inactivation inhibitor domain binding in CACNA1D, Förster resonance energy transfer in living cells, …. HEK cells, CFP/YFP FRET ICDI-IQ, plate reader, 10 min; percent FRET-ratio fall versus neutral wells. inhibition, % at 12.3 µM. 340,000 tested, 0.098% active. AID 743397;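 active = mean replicate inhibition of at least 30% and at least 1% of replicates passing that level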;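 also: 0% = median of the neutral control wells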
NR2E3 ag-1 – NR2E3 agonists in two-hybrid cells, primary screen, cell-based, luminescence, CHO-S, Gal4-NCOR/VP16-NR2E3 | AID 602229, 2012 | 360,000 tested, 0.35% active | luciferase | inhibition of corepressor binding, % at 3.98 µM;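 active = inhibition above the mean of all tested compounds plus 3 SD, cut at about 70% in these data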;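 also: 0% = DMSO with NR2E3 transfected cells and 100% = cells lacking NR2E3 construct; higher means lower luciferase signal from less NR2E3 corepressor binding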
Target sequence (Q9Y5X4 whole entry, looked up, the tested form may be a part): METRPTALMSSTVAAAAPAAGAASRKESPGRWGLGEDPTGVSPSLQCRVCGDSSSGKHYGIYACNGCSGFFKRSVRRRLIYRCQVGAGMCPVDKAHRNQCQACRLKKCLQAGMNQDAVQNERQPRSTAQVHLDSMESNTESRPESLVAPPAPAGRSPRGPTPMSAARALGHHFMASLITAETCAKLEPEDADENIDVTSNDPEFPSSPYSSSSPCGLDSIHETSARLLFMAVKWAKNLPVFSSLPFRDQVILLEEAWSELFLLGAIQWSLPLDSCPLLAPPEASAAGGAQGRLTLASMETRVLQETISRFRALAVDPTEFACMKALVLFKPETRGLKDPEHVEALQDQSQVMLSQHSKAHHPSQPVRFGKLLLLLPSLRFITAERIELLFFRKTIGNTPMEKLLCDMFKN
NR2E3 ag-2 – inhibitors of NR2E3-RetCOR corepressor binding, primary screen, NR2E3 agonist project, biochemical, TR-FRET, GST-NR2E3, biotin-RetCOR; Photoreceptor-specific nuclear receptor (Homo sapiens), Q9Y5X4; 1536-well; inhibition of corepressor binding, % at 4.78 µM; 320,000 tested, 0.12% active; AID 2300, 2010;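 active = percent inhibition above the cutoff of mean plus 3 SD of all tested compounds, set per screening campaign, cut at about 20% in these data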;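 also: 0% = DMSO wells and 100% = biotin wells as full block of FRET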
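Material: NR2E3–RetCOR corepressor complex / Amount: 1.35 nM GST-NR2E3 / Medium: Tris pH 7.5 / Compound: single nominal compound dose of 4.8 µM / Incubation: 5 h at 4 °C / Technique: TR-FRET, Eu(K)-anti-GST donor, streptavidin-D2 acceptor, ex 340, em 617/671 nm / Read-out basis: percent loss of FRET ratio relative to control wells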
PDI inh – inhibitors of human PDI, primary screen, biochemical, turbidity, single point, plate reader; inhibition, % at 10 µM; Protein disulfide-isomerase (Homo sapiens), P07237; 350,000 tested, 0.052% active; AID 588391, 2011; PDI insulin aggregation turbidity, A650, 90 min;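 active = mean inhibition across replicates of 30% or more, whatever share of single replicates reach that level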;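 also: absorbance from insulin aggregation driven by PDI reduction with DTT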
Target sequence (P07237 whole entry, looked up): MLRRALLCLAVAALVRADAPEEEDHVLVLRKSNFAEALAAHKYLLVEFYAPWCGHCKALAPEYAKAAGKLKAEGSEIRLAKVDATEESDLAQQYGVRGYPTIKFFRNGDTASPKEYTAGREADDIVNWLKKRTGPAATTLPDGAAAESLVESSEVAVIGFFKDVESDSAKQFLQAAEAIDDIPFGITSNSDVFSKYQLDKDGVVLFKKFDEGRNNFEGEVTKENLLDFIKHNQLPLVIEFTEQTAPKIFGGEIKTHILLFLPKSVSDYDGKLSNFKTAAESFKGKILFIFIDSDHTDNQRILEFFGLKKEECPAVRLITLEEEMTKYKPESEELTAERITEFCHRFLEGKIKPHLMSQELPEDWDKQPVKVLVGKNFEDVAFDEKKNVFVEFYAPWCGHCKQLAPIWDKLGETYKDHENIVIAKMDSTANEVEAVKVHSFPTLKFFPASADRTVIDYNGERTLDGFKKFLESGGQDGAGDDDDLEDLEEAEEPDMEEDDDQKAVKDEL
aDG glyco act – activators of alpha-DG glycosylation, primary screen, uHTS, Pro5-aDG cells, AlphaScreen; alpha-DG glycosylation AlphaScreen (IIH6); 0% Pro5, 100% B10-LARGE cell signal; 360,000 tested, 0.22% active; activation, % at 10 µM; AID 624168, 2012;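 active = activation of at least 8% versus controls, or a plate z-score of at least 8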;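 also: Pro5 are CHO cells carrying HIG-tagged alpha-DG that lacks glycosylation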
Numbers without * were called inactive.

For O=C(NCc1ccccc1)c1cc(-c2cccs2)on1 the results were Exocytosis inh -1, MITF TRPM1 inh -44, Vif imaging 3, hiPSC survival -1.7, Peg3 prom inh -208, HIF-2a block -218, CaV13 ICDI inh -7, NR2E3 ag-1 -110, NR2E3 ag-2 2, PDI inh 0 and aDG glyco act -0.2.
CCOc1ccc(CCN2C(=S)N([C@@H](Cc3ccccc3)CN3CCC[C@@H]3CN3C(=S)NC[C@@H]3Cc3ccc(O)cc3)C[C@@H]2CC(C)C)cc1 was read as Exocytosis inh 16, Vif imaging 23, hiPSC survival -1.7, Peg3 prom inh -22, HIF-2a block -21, CaV13 ICDI inh -9, NR2E3 ag-1 6 and aDG glyco act 0.6.
COc1ccccc1N1CCN(C(=O)CSc2nc(C)c(Cc3ccccc3)c(=O)[nH]2)CC1 was read as Exocytosis inh 1, MITF TRPM1 inh 16, Vif imaging -1, hiPSC survival -0.2, Peg3 prom inh 3, HIF-2a block 17, NR2E3 ag-1 5, NR2E3 ag-2 -3, PDI inh 7 and aDG glyco act 0.4.
For Cc1nc2ccccn2c1-c1nnco1 the results were Exocytosis inh -2, MITF TRPM1 inh 3, Vif imaging 1, hiPSC survival -1.8, Peg3 prom inh 5, HIF-2a block 14, CaV13 ICDI inh -5, NR2E3 ag-1 -19, NR2E3 ag-2 -1, PDI inh 4 and aDG glyco act 0.1.
Oc1ccc(Cc2ccccc2Cl)c(O)c1 was read as Exocytosis inh 12, MITF TRPM1 inh 4, Vif imaging 2, hiPSC survival -1.2, Peg3 prom inh 17, HIF-2a block 13, CaV13 ICDI inh -5, NR2E3 ag-1 -38, PDI inh -18 and aDG glyco act 0.0.
Cc1cc(/C=C(/C#N)C(=O)O)c(C)n1CCC(C)C was read as Exocytosis inh -11, MITF TRPM1 inh -16, Vif imaging -2, hiPSC survival 1.3, Peg3 prom inh 4, HIF-2a block 11, CaV13 ICDI inh -3, NR2E3 ag-1 -10, NR2E3 ag-2 1, PDI inh 8 and aDG glyco act -0.2.
Cc1ccccc1NC(=O)c1cccc(C(F)(F)F)c1 was read as Exocytosis inh -6, MITF TRPM1 inh 6, Vif imaging -14, hiPSC survival 5.7, Peg3 prom inh -29, HIF-2a block -16, CaV13 ICDI inh -2, NR2E3 ag-1 -7, NR2E3 ag-2 3, PDI inh -1 and aDG glyco act -0.1.
`COc1ccc(NC(=O)N2CCCC2C(=O)Nc2ccc(C)cc2C)cc1` (stereo not given) gave Exocytosis inh 2, MITF TRPM1 inh 16, Vif imaging 28, hiPSC survival 0.2, Peg3 prom inh 9, HIF-2a block -2, CaV13 ICDI inh -4, NR2E3 ag-1 -27, NR2E3 ag-2 0, PDI inh -3 and aDG glyco act 0.0.
CC1(C)C(=O)C2(C(=O)NCc3ccccc3)CCC1C2 (stereo not given) was read as Exocytosis inh 2, MITF TRPM1 inh -6, Vif imaging 0, hiPSC survival 5.4, Peg3 prom inh 11, HIF-2a block 5, CaV13 ICDI inh -4, NR2E3 ag-1 -6, NR2E3 ag-2 2, PDI inh -7 and aDG glyco act 0.0.
`N=c1nc(N)nc2n1NC(c1ccc(F)cc1)=CS2` gave Exocytosis inh 4, MITF TRPM1 inh -21, Vif imaging 7, hiPSC survival -1.9, Peg3 prom inh -29, HIF-2a block -126, CaV13 ICDI inh -7, NR2E3 ag-1 16, NR2E3 ag-2 -3, PDI inh 0 and aDG glyco act 1.3.
Screening O=C(CSc1nc2ncc(Br)cc2[nH]1)Nc1ccccc1-c1ccccc1 returned Exocytosis inh 0, MITF TRPM1 inh 11, Vif imaging -12, hiPSC survival 0.0, Peg3 prom inh 53*, HIF-2a block 24, CaV13 ICDI inh -7, NR2E3 ag-1 -6, NR2E3 ag-2 3, PDI inh 1 and aDG glyco act 0.3.
O=C(CCS(=O)(=O)Cc1ccc(Cl)cc1)NCCCN1CCN(c2ccccc2F)CC1 was read as Exocytosis inh 3, MITF TRPM1 inh 18, Vif imaging -6, hiPSC survival -0.5, Peg3 prom inh 8, HIF-2a block 7, CaV13 ICDI inh -4, NR2E3 ag-1 31, NR2E3 ag-2 0, PDI inh -2 and aDG glyco act 0.0.
Screening O=C(COc1ccccc1Cl)N1CCc2ccccc21 returned Exocytosis inh -11, MITF TRPM1 inh -66, Vif imaging 0, hiPSC survival 0.1, Peg3 prom inh -359, HIF-2a block -244, CaV13 ICDI inh -2, NR2E3 ag-1 -127, PDI inh 3 and aDG glyco act -0.1.
For COC(=O)c1ccc(NS(=O)(=O)c2ccc(S(=O)(=O)N3CCOCC3)cc2)cc1 the results were Exocytosis inh -6, MITF TRPM1 inh 1, Vif imaging -4, hiPSC survival -0.1, Peg3 prom inh 8, HIF-2a block -2, CaV13 ICDI inh -6, NR2E3 ag-1 -21, PDI inh 0 and aDG glyco act 0.2.
`Cc1cc(NC(=O)CN2C(=O)S/C(=C\c3ccccc3)C2=O)no1` gave Exocytosis inh -2, MITF TRPM1 inh 14, Vif imaging 3, hiPSC survival -0.3, Peg3 prom inh 11, HIF-2a block 15, CaV13 ICDI inh -5, NR2E3 ag-1 -17, NR2E3 ag-2 -4, PDI inh -3 and aDG glyco act 0.1.
Screening C=CCOC(=O)C1=C(C)NC(SCC(N)=O)=C(C#N)C1c1cccs1 (stereo not given) returned Exocytosis inh 1, MITF TRPM1 inh 2, Vif imaging 1, hiPSC survival 0.1, Peg3 prom inh 22, HIF-2a block 24, CaV13 ICDI inh -16, NR2E3 ag-1 -13, NR2E3 ag-2 -2, PDI inh 0 and aDG glyco act -0.1.
Screening CCOC(=O)c1cc2n(n1)C(C(F)(F)C(F)(F)F)CC(C)N2 (stereo not given) returned Exocytosis inh 24, MITF TRPM1 inh 10, Vif imaging 5, hiPSC survival -1.9, Peg3 prom inh -12, HIF-2a block 4, CaV13 ICDI inh -5, NR2E3 ag-1 -1, NR2E3 ag-2 -1, PDI inh 0 and aDG glyco act 0.2.
Screening Cc1ccc(NC(=O)CSCC(=O)NCCc2ccccc2)cc1 returned Exocytosis inh -1, MITF TRPM1 inh 0, Vif imaging -1, hiPSC survival -0.3, Peg3 prom inh 7, HIF-2a block 6, CaV13 ICDI inh -3, NR2E3 ag-1 -37, NR2E3 ag-2 -1, PDI inh -1 and aDG glyco act 0.1.
O=C1ON=C(c2cccc([N+](=O)[O-])c2)/C1=C/c1ccc(O)cc1 was read as Exocytosis inh 9, MITF TRPM1 inh 39, Vif imaging 11, hiPSC survival -2.2, Peg3 prom inh 35, HIF-2a block 8, CaV13 ICDI inh -5, NR2E3 ag-1 17, NR2E3 ag-2 2, PDI inh 8 and aDG glyco act -0.2.
CCOc1ccccc1N1CCN(C(=O)c2cc3c(s2)CCC3)CC1 was read as Exocytosis inh -3, MITF TRPM1 inh 4, hiPSC survival -0.5, Peg3 prom inh 16, HIF-2a block -4, NR2E3 ag-1 -8, NR2E3 ag-2 2, PDI inh -1 and aDG glyco act -0.1.
O=C(OCCN1C(=O)c2ccccc2C1=O)c1cc(=O)[nH]c2ccccc12 was read as Exocytosis inh -3, MITF TRPM1 inh 3, Vif imaging 4, hiPSC survival -3.5, Peg3 prom inh 13, HIF-2a block -7, CaV13 ICDI inh -5, NR2E3 ag-1 18, NR2E3 ag-2 4, PDI inh 5 and aDG glyco act -0.1.
`CCCCn1c(N)c(N(CC(C)C)C(=O)CSCC(=O)Nc2ccc(OC)cc2)c(=O)[nH]c1=O` gave Exocytosis inh 5, MITF TRPM1 inh -13, Vif imaging -3, hiPSC survival -0.2, Peg3 prom inh -4, HIF-2a block 10, CaV13 ICDI inh -5, NR2E3 ag-1 -11, NR2E3 ag-2 0, PDI inh 4 and aDG glyco act 0.1.
O=C(Nc1nc(-c2ccccc2)cs1)c1ccc2c(c1)S(=O)(=O)c1ccccc1C2=O was read as Exocytosis inh 2, MITF TRPM1 inh -5, Vif imaging 1, hiPSC survival 0.9, Peg3 prom inh 25, HIF-2a block 14, CaV13 ICDI inh -14, NR2E3 ag-1 -22, NR2E3 ag-2 -2, PDI inh -4 and aDG glyco act -0.5.
For COc1ccc(NC(=O)CNC(=O)CC23CC4CC(CC(C4)C2)C3)c(OC)c1 the results were Exocytosis inh -1, MITF TRPM1 inh -2, Vif imaging 2, hiPSC survival 0.2, Peg3 prom inh 0, HIF-2a block 9, CaV13 ICDI inh -6, NR2E3 ag-1 -4, PDI inh -1 and aDG glyco act -0.3.
Cc1ccc(C)c(CN2CCC(CNC(=O)CCc3nnc4ccc(N5CCCCC5)nn34)CC2)c1 was read as Exocytosis inh 4, MITF TRPM1 inh 5, Vif imaging 7, hiPSC survival -0.2, Peg3 prom inh -7, HIF-2a block 3, CaV13 ICDI inh -7, NR2E3 ag-1 -41, NR2E3 ag-2 -4, PDI inh -5 and aDG glyco act -0.1.
`Cc1ccc(NC(=O)N2CCCC2C(=O)NCc2ccc(Cl)cc2)cc1` (stereo not given) gave Exocytosis inh -7, MITF TRPM1 inh 4, Vif imaging 6, hiPSC survival -0.4, Peg3 prom inh 13, HIF-2a block 2, CaV13 ICDI inh 16, NR2E3 ag-1 4, NR2E3 ag-2 -2, PDI inh -4 and aDG glyco act -0.1.

Retrieved one by one from above, 3 records:
Screening C=CCOC(=O)C1=C(C)NC(SCC(N)=O)=C(C#N)C1c1cccs1 (stereo not given) returned Exocytosis inh 1, MITF TRPM1 inh 2, Vif imaging 1, hiPSC survival 0.1, Peg3 prom inh 22, HIF-2a block 24, CaV13 ICDI inh -16, NR2E3 ag-1 -13, NR2E3 ag-2 -2, PDI inh 0 and aDG glyco act -0.1.
Cc1cc(/C=C(/C#N)C(=O)O)c(C)n1CCC(C)C was read as Exocytosis inh -11, MITF TRPM1 inh -16, Vif imaging -2, hiPSC survival 1.3, Peg3 prom inh 4, HIF-2a block 11, CaV13 ICDI inh -3, NR2E3 ag-1 -10, NR2E3 ag-2 1, PDI inh 8 and aDG glyco act -0.2.
Screening Cc1ccc(NC(=O)CSCC(=O)NCCc2ccccc2)cc1 returned Exocytosis inh -1, MITF TRPM1 inh 0, Vif imaging -1, hiPSC survival -0.3, Peg3 prom inh 7, HIF-2a block 6, CaV13 ICDI inh -3, NR2E3 ag-1 -37, NR2E3 ag-2 -1, PDI inh -1 and aDG glyco act 0.1.
